# Screening results (PubChem)
# Dengue-2 NS5 capping – flavivirus cap methylation enzyme inhibition – biochemical, confirmation dose response, primary screen (AID 588689); 340,000 tested, 0.3% active; one-dose inhibition, % at 25 µM; IC50 in µM for titrated hits; Dengue-2 NS5 methyltransferase capping enzyme assay, biochemical; higher % means a stronger effect; in the data active = a potency from the dose series; inconclusive = inhibition above about 29% without an active follow-up result
# NTR1 ag – NTR1-driven beta-arrestin-GFP spot formation – imaging, U2OS cells, high content, primary screen (AID 493036); P30989; activation, % at 20 µM; agonist mode; 330,000 tested, 0.17% active;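 active = activation at or above 40% of the spot to cytoplasm intensity ratio, with at least 20 cells analyzed; inconclusive = wells under 20 cells, flagged as cytotoxic or low count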;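 note: 0% = DMSO without peptide and 100% = 100 nM NTR1 peptide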
# Target sequence (P30989 whole entry, looked up): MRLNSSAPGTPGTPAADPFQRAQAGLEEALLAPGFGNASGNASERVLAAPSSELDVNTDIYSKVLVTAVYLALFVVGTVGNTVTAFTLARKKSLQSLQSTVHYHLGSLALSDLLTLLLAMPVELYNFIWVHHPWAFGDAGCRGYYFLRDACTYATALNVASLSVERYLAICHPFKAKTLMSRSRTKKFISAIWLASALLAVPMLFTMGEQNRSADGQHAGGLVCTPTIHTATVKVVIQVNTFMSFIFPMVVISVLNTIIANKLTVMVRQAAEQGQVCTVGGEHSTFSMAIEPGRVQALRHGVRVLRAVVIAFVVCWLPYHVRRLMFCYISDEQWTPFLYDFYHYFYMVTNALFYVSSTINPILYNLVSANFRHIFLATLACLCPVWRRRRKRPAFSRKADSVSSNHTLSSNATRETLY
# GPR35 arrestin U2OS – inhibition of zaprinast-stimulated GPR35 beta-arrestin translocation – imaging, U2OS, beta-arrestin-GFP, zaprinast agonist, primary screen (AID 2058); inhibition, % at 10 µM; hits with a dose series show IC50 in µM; 290,000 tested, 0.052% active; U2OS GPR35 beta-arrestin-GFP translocation imaging, zaprinast antagonism; higher % means a stronger effect;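 active = inhibition of at least 50% with at least 30 cells and total cytoplasm GFP at most 10,000,000; inconclusive = under 30 cells or total GFP of 10,000,000 plus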
# AID2073 – inhibitors of Mint1-CaV2.2 protein interaction, biochemical, HTRF (AID 2073). HTRF protein-protein interaction, Mint1-CaV2.2; higher % means a stronger effect. inhibition, % at 20 µM; hits with a dose series show IC50 in µM. 290,000 tested, 0.19% active; in the data active = inhibition mostly above about 51%, no sharp cut-off; inconclusive = no clear call, values can overlap the other calls; inactive = mostly below about 53%; note: some results filed as inactive read as strong as hits
# GPR55 antagonists – GPR55 antagonists blocking LPI-driven arrestin recruitment, primary screen, imaging, U2OS, beta-arrestin-GFP, LPI agonist (AID 2013) | U2OS GPR55 beta-arrestin-GFP translocation imaging, LPI antagonism; higher % means a stronger effect | inhibition, % at 10 µM; hits with a dose series show IC50 in µM | 290,000 tested, 0.13% active;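 active = spots per cell inhibited over 60%, with over 100 cells counted and total cytoplasm intensity under 500,000; inconclusive = wells with under 100 cells, flagged as likely toxic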;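 note: U2OS cells stably carrying GPR55 and arrestin-GFP stimulated by 5 µM LPI near EC80; imaged beta-arrestin-GFP aggregate spots per cell after agonist stimulation; plate controls were LPI-stimulated DMSO wells for no effect and DMSO wells without LPI for full effect; some results filed as inactive read as strong as hits; confirmed hits need IC50 under 10 µM and bright autofluorescent wells are also inconclusive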
# Yfh1-off respiration – enhancers of respiration in Yfh1-depleted yeast, dose response, Friedreich's ataxia, plus single-dose screen (AID 1465) | 220,000 tested, 0.074% active | S. cerevisiae Yfh1-off respiration, WST-1 reduction, 72 h; higher fold induction means a stronger effect | fold induction at 50 µM, or EC50 in µM where a hit was titrated;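 active = fold induction of absorbance versus untreated yeast above a set limit, then at least 30% activation at any dose in follow-up; inconclusive = repeats straddling the limit, or above it without dose testing; inactive = fold induction below the set limit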;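 note: activators that raise dye reduction in frataxin-depleted yeast; strong numbers were not always called active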
# Large T inhibition – TAg ATPase/helicase activity blockers – biochemical (AID 1903) | SV40 large T antigen ATPase/helicase inhibition assay; higher % means a stronger effect | one-dose inhibition, % at 20 µM; IC50 in µM for titrated hits | 310,000 tested, 0.39% active; in the data active = a potency from the dose series; inconclusive = inhibition mostly from about 32% at the one dose, without a potency; inactive = the rest, 99 in 100 with inhibition below about 32%; note: strong numbers were not always called active
# GPR55 beta-arrestin – selective activators of receptor GPR55 – imaging, U2OS cells, beta-arrestin-GFP redistribution, primary screen (AID 1961) | activation, % at 10 µM; hits with a dose series show EC50 in µM | U2OS GPR55 beta-arrestin-GFP redistribution imaging; higher % means a stronger effect | 290,000 tested, 0.048% active;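 active = activation above 40% with more than 50 cells counted in the well; inconclusive = wells holding fewer than 50 cells, flagged as toxic or sparse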;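 note: U2OS osteosarcoma cells stably expressing GPR55 and beta-arrestin-GFP; plate controls were DMSO negative control for no effect and LPI positive control for full effect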
# Rac1 GTP hydrolysis – MgcRacGAP GTPase-activating activity inhibitors, confirmation, biochemical, ADP Hunter fluorescence | MgcRacGAP-stimulated Rac1 GTP hydrolysis, ADP Hunter fluorescence; higher % means a stronger effect; GST-tagged Rac1 F28L mutant substrate | inhibition, % at 30 µM, or IC50 in µM where a hit was titrated | 340,000 tested, 0.6% active | AID 624330;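 active = first-screen hits whose inhibition reached a set limit at any dose in the follow-up dose series; inconclusive = inhibition above the set first-screen limit but never retested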;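 note: fluorescence reports GDP produced by GAP-driven GTP hydrolysis; strong numbers were not always called active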
# NTR1 ag cell count 20 µM – further read-out of NTR1 ag, marked with its call; cell count; measured here: cell count, cytotoxicity flag
# Dengue-2 NS5 capping pilot replicate – second read-out of Dengue-2 NS5 capping, no call of its own (marks repeat the call); inhibition, %; measured here: pilot screen replicate inhibition
# * marks the source's active call; other numbers are inactive results; i = inactive; ? = inconclusive; nt = no result given.
SMILES,Dengue-2 NS5 capping,NTR1 ag,NTR1 ag cell count 20 µM,GPR35 arrestin U2OS,AID2073,GPR55 antagonists,Yfh1-off respiration,Large T inhibition,GPR55 beta-arrestin,Rac1 GTP hydrolysis,others
O=c1[nH]c(=O)n(Cc2ccc(F)cc2)c(O)c1C=NCC1CCCO1 (stereo not given),1%,-3.8,31,6%,-14%,-11%,i,7%,-0.2%,-2%,
COc1ccc(S(=O)(=O)NC(CC(=O)N2CCC3(CC2)OCCO3)c2ccco2)cc1 (stereo not given),-4%,-1.4,67,-2%,4%,-11%,i,5%,0.2%,11%,
CCCCC/C(=N\O)c1c[nH]c2ccccc12,-4%,-0.1,61,19%,1%,nt,i,12%,-0.1%,2%,
O=C(c1ccccc1)c1cn(CC(=O)N2CCCC2)c2ccccc12,-7%,-0.7,84,9%,1%,0%,i,15%,-0.1%,6%,
CN(C)C(=O)Oc1cccc(-c2cn3cc(Cl)ccc3n2)c1,0%,4.6,42,7%,-5%,5%,i,7%,0.4%,13%,
O=c1[nH]c(O)c(C=Nc2cc(F)cc(F)c2)c(=O)[nH]1,nt,1.1,57,-7%,-6%,10%,nt,11%,0.3%,8%,
O=C(OCC(=O)c1ccc([N+](=O)[O-])cc1)/C(=C\c1ccc(Cl)cc1)NC(=O)c1ccccc1,4%,0.6,42,13%,2%,8%,i,27%,0.0%,2%,
CCCOC(=O)COc1cc(C)cc2oc(=O)c3c(c12)CCC3,-5%,4.7,54,-9%,21%,0%,i,-3%,-1.0%,-3%,
FC(F)(F)c1ccccc1CN1CCN(Cc2ccccc2)CC1,-4%,1.7,47,3%,1%,27%,i,6%,-0.2%,21%,
CN(C)C(=O)Oc1ccnc2cc(Cl)ccc12,-5%,1.1,45,2%,-2%,-5%,i,7%,-0.1%,13%,
Cn1c(O)c(/C=N/N2CCOCC2)c(=O)n(C)c1=S,0%,-0.4,43,-5%,-18%,4%,i,4%,0.6%,9%,
CC(C)NC(C)C(=O)C12CC3CC(CC(C3)C1)C2 (stereo not given),0%,0.0,42,6%,2%,1%,i,2%,-0.2%,9%,
CC(C)Oc1cccc(C(=O)C2CCCN(C3CCOCC3)C2)c1 (stereo not given),-12%,-0.1,50,-6%,2%,8%,i,nt,-0.1%,8%,
CCN1C(=O)C(=C2C=C(C)OC(C)=C2)C(=O)N(CC)C1=S,-7%,1.0,99,-16%,-4%,6%,i,6%,-0.5%,4%,
Cc1cc(OCCCC(=O)NCc2cccs2)ccc1Cl,4%,-0.9,84,7%,-4%,9%,i,-3%,-0.4%,14%,
Cn1c(O)c(C(=N)COc2ccccc2)c(=O)n(C)c1=O,-2%,0.4,81,18%,2%,16%,i,8%,0.3%,-5%,
Cc1ccc(NC2=NCCCS2)cc1Cl,-11%,-0.2,60,-8%,6%,7%,nt,2%,0.0%,10%,
COc1cc(Br)c(CNCCc2ccc3c(c2)OCO3)cc1OC,5%,0.0,68,-1%,-4%,-4%,nt,13%,-0.3%,19%,
O=C(NC(=O)c1c(F)cccc1F)Nc1cc(Cl)c(F)c(Cl)c1F,-5%,1.2,87,1%,11%,-14%,i,-1%,0.0%,8%,
Cc1nc2ccccc2c(=O)n1-c1cc(F)ccc1F,-2%,-0.7,66,-8%,12%,3%,i,7%,0.2%,5%,
CN(C)C(=O)Oc1ccc2ccccc2c1Cl,-6%,-1.3,65,-10%,8%,1%,i,-2%,-0.1%,7%,Dengue-2 NS5 capping pilot replicate=-3.7
Nc1ccc([As](=O)(O)O)cc1,4%,0.7,57,-1%,3%,12%,i,15%,0.2%,5%,
CCN(CC)CCN=Cc1c(O)n(CCC2=CCCCC2)c(=O)[nH]c1=O,-6%,0.4,43,11%,-7%,-3%,i,9%,-0.1%,7%,
Nc1nonc1-n1nnc(C(=O)N/N=C/c2ccc(OCc3ccc(F)cc3)cc2)c1COc1ccccc1,-9%,5.0,54,6%,21%,5%,i,14%,0.0%,-6%,
C[C@H]1OC[C@@H](C[N+](C)(C)C)O1,5%,7.4,52,-10%,-10%,11%,i,1%,-0.2%,-9%,
CC(=NCCO)c1c(O)n(C)c(=O)n(C)c1=O,0%,0.5,55,-9%,3%,0%,i,20%,-0.1%,1%,
O=c1[nH]c(=O)n(C2CCCCCC2)c(O)c1C=NCc1cccnc1,3%,0.9,53,7%,-5%,10%,i,31%,-0.1%,0%,
O=C(Cc1ccccc1)N1CCN(CC2CC3C=CC2C3)CC1 (stereo not given),-6%,1.2,70,3%,-4%,-1%,i,7%,0.9%,22%,
CCOC(=O)c1cc(CC)sc1/N=C/C1C(=O)NC(=S)NC1=O,?,-1.5,23,11%,48%,5%,i,15%,-0.3%,8%,
O=C1c2ccccc2C(=O)N1Cc1nc2ccccc2c(=O)n1-c1ccccn1,-13%,-0.1,55,9%,14%,4%,i,2%,-0.1%,-4%,
CNCCc1ccccc1,nt,10,104,-12%,8%,2%,i,nt,0.6%,nt,
c1ccc(NC2=NCCS2)cc1,-14%,0.5,63,-6%,-6%,-8%,i,7%,0.3%,3%,
C=CCN(c1ccc(C(=O)N(CC)CC)cc1)S(C)(=O)=O,-2%,-0.3,54,-8%,31%,-9%,i,15%,-0.3%,-2%,
COC(=O)C1=C(c2ccc(S(C)(=O)=O)cc2)C[C@@H]2CC[C@H]1N2C(=O)NC1CC1,-2%,-4.8,83,nt,nt,nt,i,10%,nt,8%,
O=C1NC(=O)N(Cc2ccc(F)cc2)C(=O)/C1=C\c1ccc(N2CCCC2)cc1,-54%,0.5,42,18%,33%,8%,i,17%,-0.1%,21%,
CC(=O)OC1N=C(c2ccccc2)c2cc(Br)ccc2NC1=O (stereo not given),-2%,0.6,95,-6%,4%,-2%,i,6%,0.2%,-3%,
O=c1c2ccccc2nc(-c2ccco2)n1-c1ccccc1,4%,-0.3,44,-12%,12%,-10%,i,1%,0.3%,13%,
O=C1NC(c2cc3ccccc3nc2Cl)Nc2ccccc21 (stereo not given),-9%,0.6,43,-8%,-1%,2%,i,6%,0.5%,1%,
COc1ccccc1-n1c(-c2ccccc2)nc2ccccc2c1=O,-3%,0.5,56,-2%,8%,-2%,nt,nt,-0.1%,-1%,Dengue-2 NS5 capping pilot replicate=0.6
CCN(CC)CC(=O)Nc1ccc(Cl)cc1C(=O)c1ccccc1,-2%,3.9,44,nt,nt,nt,i,5%,nt,12%,
CC(C)CCC1(CN2CCCC2=O)C(=O)NC(=O)NC1=O,-3%,0.9,40,2%,-7%,12%,i,14%,0.0%,9%,
Cc1c(CCN)ccc2c1[nH]c1ccccc12,-3%,-0.4,82,11%,12%,7%,i,-7%,-0.1%,6%,
Cn1cc(C=C(C#N)C#N)c2ccccc21,?,-0.3,38,6%,-3%,3%,i,nt,0.0%,8%,
O=c1[nH]c(=S)n(C2CC2)c(O)c1C=Nc1ccc2c(c1)OCO2,8%,1.8,47,-20%,6%,-18%,i,11%,-0.1%,6%,
Cc1[nH]c2c(C(F)(F)F)cccc2c1CCN,-1%,0.0,51,-2%,-4%,-3%,i,4%,-0.4%,3%,
Cc1nc2cc([N+](=O)[O-])ccc2c(=O)n1-c1ccc(Br)cc1,-1%,0.4,68,-5%,7%,6%,nt,94%,0.9%,9%,
CCOc1cc(C=C2C(=O)NC(=O)NC2=O)cc([N+](=O)[O-])c1O,nt,2.7,44,-5%,8%,-13%,i,30%,-0.1%,nt,
CN=C(SCc1cc2c(cc1Cl)OCO2)c1c(O)n(C)c(=O)n(C)c1=O,-9%,-0.2,103,17%,-12%,-7%,i,14%,-0.2%,7%,
COC(=O)c1c(C)n(Cc2ccco2)c2ccc(O)cc12,-3%,0.1,89,4%,1%,-4%,i,8%,0.1%,8%,
C[C@]12CCC(=O)C(O)=C1CC[C@@H]1[C@@H]2CC[C@]2(C)C(=O)CC[C@@H]12,5%,0.1,68,-7%,4%,3%,i,1%,0.2%,7%,
Fc1ccc2c(c1)nnn2C1CCN(Cc2ccccc2)CC1,-1%,-0.5,85,4%,-1%,-2%,i,2%,-0.2%,1%,
CCCCOCCCn1c(N)c(C(=O)OC(C)COC)c2nc3ccccc3nc21 (stereo not given),0%,0.6,42,3%,26%,5%,i,-3%,0.1%,-6%,
CC1(C)C(=O)C=C[C@]2(C)[C@H]3CC[C@@]4(C)[C@H](c5ccoc5)OC(=O)[C@H]5O[C@]54[C@]3(C)[C@H](O)C[C@@H]12,nt,8.7,49,9%,-9%,1%,nt,7%,0.1%,nt,
CCN1CCN(Cc2ccc(C)cc2C)CC1,2%,-2.6,101,9%,-2%,-7%,i,1%,-0.2%,9%,
Cc1nc2c(=O)n(C)c(=O)nc-2n(C)n1,-11%,0.3,42,4%,2%,24%,nt,-3%,-0.3%,8%,
COc1cccc(N2C(=O)NC(=O)/C(=C/c3ccc4c5c(cccc35)CC4)C2=O)c1,nt,1.4,46,-21%,?,0%,i,45%,-0.3%,nt,
Cn1c(O)c(N=Nc2ccc(S(=O)(=O)N3CCOCC3)cc2)c(=O)n(C)c1=O,29%,-2.1,78,12%,-1%,9%,i,1%,-0.2%,12%,
CCOP(=S)(OCC)C(O)CCCCCn1c(=O)c(F)cn(C2CCCO2)c1=O (stereo not given),-6%,0.9,66,0%,-3%,5%,nt,8%,-0.2%,12%,
CCC(C)n1c(O)c(C=NC(C)c2ccccc2)c(=O)[nH]c1=S (stereo not given),-1%,2.9,53,-8%,11%,-3%,i,13%,-0.1%,5%,
O=C(C(=O)N1CCC2(CC1)OCCO2)c1c[nH]c2ccccc12,-4%,-1.3,79,3%,17%,-3%,i,5%,0.1%,-1%,
Cc1cccc(C)c1NC(=O)CN(C)CC(=O)Nc1ccc(C#N)c(Cl)c1,-9%,0.0,61,3%,-17%,6%,i,3%,0.8%,-2%,
CN(C)c1ccc(-[n+]2c(-c3ccccc3)cc(-c3ccccc3)cc2-c2ccccc2)cc1,nt,31,93,5%,3%,-3%,i,9%,-0.1%,nt,

# A portion of the library; the hit share may differ from the screen's.
